# TDP1 inh = qHTS Assay for Inhibitors of Tyrosyl-DNA Phosphodiesterase (TDP1). Tyrosyl-DNA phosphodiesterase 1 (Homo sapiens), Q9NUW8. recombinant TDP1, AlphaScreen DNA substrate cleavage. Potency, µM (highest dose often 130 µM), for the others: at the highest dose activity change, negative = inhibition, usual class: inhibitors. hit rate 0.28% among 350,000. AID 485290, 2010; further: nearly all actives have a fitted effect of over 40% in size
# Target sequence (Q9NUW8 whole entry, looked up): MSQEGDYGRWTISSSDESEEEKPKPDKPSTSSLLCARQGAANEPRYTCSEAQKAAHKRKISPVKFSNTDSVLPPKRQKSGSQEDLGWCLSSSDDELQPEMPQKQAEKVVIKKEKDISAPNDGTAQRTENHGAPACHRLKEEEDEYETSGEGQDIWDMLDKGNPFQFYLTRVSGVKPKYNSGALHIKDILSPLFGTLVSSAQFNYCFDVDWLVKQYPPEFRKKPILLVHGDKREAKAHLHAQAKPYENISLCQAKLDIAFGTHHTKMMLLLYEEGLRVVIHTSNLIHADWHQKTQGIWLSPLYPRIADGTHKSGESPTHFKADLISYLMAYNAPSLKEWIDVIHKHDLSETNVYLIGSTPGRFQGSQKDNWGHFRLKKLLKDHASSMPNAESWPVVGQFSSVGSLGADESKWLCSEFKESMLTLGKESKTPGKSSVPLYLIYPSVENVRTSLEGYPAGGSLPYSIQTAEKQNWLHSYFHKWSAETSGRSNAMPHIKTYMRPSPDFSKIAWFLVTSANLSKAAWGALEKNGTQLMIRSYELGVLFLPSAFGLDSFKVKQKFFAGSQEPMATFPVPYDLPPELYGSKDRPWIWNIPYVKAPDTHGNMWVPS
#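 Tdp1 1 nM final; 15 min RT w/ cpd; substrate 15 nM, 5 min; beads 10 ug/ml, 10 min; AlphaScreen read. Neg ctrl: no enzyme.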
# DT40 TDP1 no CPT = qHTS for Inhibitors of human tyrosyl-DNA phosphodiesterase 1 (TDP1): qHTS in cells in absence of CPT; hit rate 15% among 420,000; AID 686978, 2013; Potency, µM (highest dose often 46.2 µM), for inactives: at the highest dose activity change, negative = growth inhibition, actives largely listed as inhibitors; DT40 Tdp1-/- hTDP1 cells, no CPT, ATP luminescence, 48 h; further: nearly all actives have a fitted effect of over 55% in size
#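 Luminescent ATP content (CellTiter-Glo) served as the growth readout. Knockout chicken DT40 cells expressing human TDP1 were exposed to compounds without camptothecin for a minimum 48 hr at 37 °C.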
# TDP1 cell CPT = qHTS for Inhibitors of human tyrosyl-DNA phosphodiesterase 1 (TDP1): qHTS in cells in presence of CPT. Potency, µM (titrated, usually from 46.2 µM), without a hit: top-dose activity change, negative = growth inhibition, hits mostly inhibitors. AID 686979, 2013. hit rate 12% among 420,000. chicken DT40 Tdp1-/-;hTDP1 cells + 20 nM CPT, ATP luminescence, 48 h; further: nearly all actives have a fitted effect of over 55% in size
#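 Chicken DT40 Tdp1-/- cells stably complemented with human TDP1 were seeded at 400 cells/well in medium containing 20 nM camptothecin, exposed to pin-transferred compounds, and grown at 37 °C for at least 48 hr. Viability was read as ATP luminescence.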
# * = called active by the depositor; ? = inconclusive; nt = no result given; & = joins results of further samples; [ ] = remark or other dose. The call rests on the fitted dose curve; in most records, active means well fitted curve in the direction sought with a large enough effect; inconclusive means small, poorly fitted or top-dose-only effect, or another doubt; inactive means no such curve, though single readings can be large; an effect the other way counts as inactive or inconclusive. On the % scale 0 is the no-effect control and ±100 the full control effect; potency means the concentration at half of the fitted maximal effect.
# Each structure is followed by: TDP1 inh | DT40 TDP1 no CPT | TDP1 cell CPT
1	CCc1ccc(CNC(=O)CCn2nc(C)c3c(C)n(-c4ccccc4)nc3c2=O)cc1
  0%&0% | ? | ?
2	C[C@@H]1CNC(=O)c2c(C(=O)NCC(=O)OC(C)(C)C)ncn21
  nt | -28% | 3%
3	Cc1ccc(Cn2ccc(NC(=O)c3cc(CC(C)C)on3)n2)cc1
  -3% | 21µM* | ?
4	Cc1nonc1C(=O)N/N=C/c1cccc(O)c1
  3% | -17% | -17%
5	O=C(Nc1cccc(S(=O)(=O)N2CCOCC2)c1)c1ccccn1
  -2% | -8% | -5%
6	Cn1c(SCC(=O)N2CCCC2)nc2ccccc2c1=O
  -4% | -7% | ?
7	COCc1cccc(-c2csc(C(C)(O)c3ccc(OC)cc3)n2)c1 (stereo not given)
  nt | ? | ?
8	CC(=O)c1cn(C(=O)c2ccc(Cl)cc2)c2ccccc12
  nt | -28% | 12%
9	CC(C)C[C@@H](CNCC(=O)[C@H](C)NC(=O)c1[nH]cnc1C(=O)N[C@@H](C)CN)NC(=O)c1nc[nH]c1C(=O)N[C@@H](CC(=O)O)C(=O)O
  nt | -6% | 1%
10	COc1cc(/C=C/C2=NC(=O)C(C)(C)O2)ccc1O
  -3% | -12% | ?

# Ordered by formula weight (descending): some entries from above.
# Each structure is followed by: TDP1 inh | DT40 TDP1 no CPT | TDP1 cell CPT
5	O=C(Nc1cccc(S(=O)(=O)N2CCOCC2)c1)c1ccccn1
  -2% | -8% | -5%
8	CC(=O)c1cn(C(=O)c2ccc(Cl)cc2)c2ccccc12
  nt | -28% | 12%
4	Cc1nonc1C(=O)N/N=C/c1cccc(O)c1
  3% | -17% | -17%

# Next compounds follow:
# Each structure is followed by: TDP1 inh | DT40 TDP1 no CPT | TDP1 cell CPT
11	Nc1ccc(-c2cnc3ccccc3n2)cc1
  nt | -12% | 12%
12	COc1ccc2c3c(cccc13)OC2=O
  nt | -28% | 28%
13	Cc1cc(C)c2[nH]c(=O)c(=O)[nH]c2c1
  5% | -17% | -4%
14	Cc1cc(C)c(/C=N/NC(N)=O)c(C)c1/C=N/NC(N)=O
  -5% | -1% | 4%
15	O=C(Nc1nnc(SCc2ccccc2)s1)C1=COCCO1
  0% | -19% | -4%
16	CC1=CCCC(C)(C)C1/C=C/C(C)=N/NC(=O)c1ccncc1 (stereo not given)
  -3% | ? | ?
17	FC(F)(F)c1cc(C(F)(F)F)c2ccc(Oc3ccccc3)nc2n1
  0% | 3% | -3%
18	O=C(COc1ccccc1)Nc1ccc(OC(F)(F)C(F)F)c(NC(=O)COc2ccccc2)c1
  3% | -17% | -26%
19	O=C(NCC(c1ccco1)N1CCc2ccccc2C1)c1ccccc1Br (stereo not given)
  -27%[0.505 µM] | ? | -12%
20	CCOC(=O)C1=CN(Cc2ccco2)S(=O)(=O)NC1c1cccc(OC)c1 (stereo not given)
  0%[56.1 µM] | -27% | ?
21	O=C(/C=C/c1ccccc1Cl)N1CCOCC1
  nt | 19% | -17%
22	c1csc(-c2ccn[nH]2)c1
  0% | 1% | -17%
23	O=C(/C=N/NC(=O)c1ccc(Cl)cc1Cl)c1ccccc1
  10% | ? | ?
24	CCCCn1c(CCNC(=O)CCC)nc2ccccc21
  2% | ? | -24%
25	CC(CNC(=O)c1ccc2nc(CCc3ccccc3)oc2c1)c1ccccc1 (stereo not given)
  -1% | ? | -25%
26	OCC1(Cc2ccccc2F)CCCN(CC2CCCCC2)C1 (stereo not given)
  nt | ? | 4%
27	Cc1ccc(S(=O)(=O)N/N=C/c2cccc(OC3CSC3)c2)cc1
  5% | ? | ?
28	CN(CC(=O)NCCc1ccc(S(N)(=O)=O)cc1)CC(=O)Nc1cccc(F)c1
  -1% | -17% | 0%
29	CC1CCN(C(=O)c2ccc3c(c2)N(Cc2ccccc2F)C(=O)c2ccccc2S3(=O)=O)CC1
  6% | ? | ?
30	COc1ccc(NS(=O)(=O)c2cc(NC(=O)CNC(=O)c3ccc(C)s3)ccc2Cl)cc1
  8% | -9% | 14%
31	Cc1nc2ccccc2c2c(N)cccc12
  nt | 18% | 14%
32	CCOc1ncccc1C(=O)Nc1ccc2nc(C)sc2c1
  12% | 18µM* | ?
33	O=C(Nc1ccc(Cl)cc1)C(Cl)C(=O)c1ccccc1 (stereo not given)
  -4% | 13µM* | 9.2µM*
34	O=C(c1cc([N+](=O)[O-])cc([N+](=O)[O-])c1)N(c1ccccn1)c1ccccn1
  7% | -2% | -3%
35	Fc1ccc(Nc2nc3nonc3nc2Nc2cccc(C(F)(F)F)c2)cc1
  7% | 0.16µM* | 0.33µM*
36	NS(=O)(=O)c1cccc(NC(=O)CN2CCc3ccccc32)c1
  5% | -2% | ?
37	COc1ccc(C2=NN(C)C(=NCc3ccccc3)SC2)cc1
  -8% | ? | -28%
38	CCCC(=O)Nc1nnc(SCC(=O)N2CCCCC2)s1
  14%[0.0935 µM] | -5% | 1%
39	COc1ccc(C2C(C#N)=C(N)N(c3sc4c(c3C#N)CCCC4)C3=C2C(=O)CC(C)(C)C3)cc1 (stereo not given)
  6% | ? | 21µM*
40	CCOC(=O)c1cnc2cc(Cl)c(OC)cc2c1NCC1CCCO1 (stereo not given)
  9% | 15µM* | ?
41	CCOC(=O)C1CCN(C(=O)COC(=O)c2ccc([N+](=O)[O-])o2)CC1
  nt | -9% | ?
42	O=C(CNCc1ccco1)Nc1ccc(Oc2ccccc2)cc1
  -3% | -7% | -22%
43	Cc1ccc(C(C)C)c(OCC(=O)N/N=C/C2CCCCC2)c1
  1% | ? | 1%
44	O=C(Oc1c(Br)cc(C(=S)N2CCOCC2)cc1Br)c1ccc(Cl)cc1
  3% | ? | ?
45	CC(=O)c1ccc(N2CCN(C(=O)CNC(=O)c3ccc(Br)o3)CC2)cc1
  nt | ? | ?
46	COc1cc(C(=O)Nc2cccc(NC(=O)c3cccs3)c2)cc(OC)c1OC
  nt | 21µM* | 21µM*
47	CCOC(=O)NC1(NC(C)C)Oc2ccccc2O1
  -7% | -19% | -21%
48	CCC[n+]1c(C)sc2c3c(ccc21)CCCC3
  -5% | 2.3µM* | 1.8µM*
49	COC(=O)c1cc(=O)c2cccc(OC)c2[nH]1
  3% | 2% | 5%
50	COc1ccc(S(=O)(=O)N2CCCC2)cc1C(=O)N1CCCCC1
  2% | -1% | -2%
51	CCN(CC)CCn1c2c(c(SCC(=O)Nc3ccc4c(c3)OCCO4)nc1=O)CCC2
  nt | ? | ?
52	CC(C)CN1CC(C)C(=O)N(c2ccccc2)C1=S (stereo not given)
  nt | -13% | -14%
53	CC(C)(C)OC(=O)NCCc1nnc(SCc2ccccc2Cl)o1
  5% | ? | -24%
54	O=C(COc1ccc(Br)cc1)N/N=C1/SCC(=O)N1Cc1ccco1
  -8% | ? | ?
55	COc1cccc(CNCc2ccc(OC)c3ccccc23)c1OC
  nt | 16µM* | 21µM*
56	COC(=O)c1cc(C(=O)Nc2nc3ccccc3[nH]2)cc([N+](=O)[O-])c1
  9% | 23µM* | -24%
57	Cc1ccccc1OCC(=O)Nn1c(COc2ccccc2)nc2ccccc2c1=O
  4% | -9% | -15%
58	O=S1(=O)CC(N2CCCCC2)C1CN1CCCCC1 (stereo not given)
  nt | -2% | 0%
59	CCCCN(CCCC)CC(O)COc1ccccc1C(=O)Nc1ccccc1 (stereo not given)
  3% | ? | ?
60	CN1CCN(C(=O)c2ccc(-c3cnn(C)c3)c3ccoc23)CC1
  nt | 2% | -9%

# (continued)
# Each structure is followed by: TDP1 inh | DT40 TDP1 no CPT | TDP1 cell CPT
61	O=C(Nc1cccc(C(F)(F)F)c1)c1cc2c(s1)-c1ccccc1OC2
  -6% | -20% | 20%
62	CS/C(N)=N/N=C/c1ccc([N+](=O)[O-])cc1
  13% | -16% | -18%
63	Cn1c(=O)c2c(ncn2CCOc2cccc(Br)c2)n(C)c1=O
  nt | 9.2µM* | 8.2µM*
64	O=C(NCC1CCCCC1)c1ccc2nc([C@H]3C[C@H](O)[C@@H](CO)O3)[nH]c2c1
  nt | 1% | 1%
65	COc1ccc2c(-c3ccccc3)cc(SCC(=O)NC(N)=O)nc2c1
  5% | -10% | -29%
66	CCOc1ccc(NC(=O)CC2C(=O)Nc3ccccc3N2C(=O)c2ccccc2)cc1 (stereo not given)
  9% | -26% | 0%
67	Cc1ccc(O)c(N=Nc2ccc(S(=O)(=O)N3CCOCC3)cc2)c1
  4% | -16% | 2%
68	Cn1c(=O)n(Cc2ccccc2Cl)c(=O)c2c1[nH]c(=S)n2C
  nt | -10% | 6%
69	COc1ccc(-c2coc3cc4oc(=O)cc(-c5ccccc5)c4cc23)cc1F
  5% | 4.6µM* | 3.7µM*
70	CC12CCC(C(=O)Nc3ccc(Br)cn3)(OC1=O)C2(C)C (stereo not given)
  -1% | -21% | 0%

# 21 structures already listed, sorted by SMILES length, falling:
# Each structure is followed by: TDP1 inh | DT40 TDP1 no CPT | TDP1 cell CPT
64	O=C(NCC1CCCCC1)c1ccc2nc([C@H]3C[C@H](O)[C@@H](CO)O3)[nH]c2c1
  nt | 1% | 1%
56	COC(=O)c1cc(C(=O)Nc2nc3ccccc3[nH]2)cc([N+](=O)[O-])c1
  9% | 23µM* | -24%
51	CCN(CC)CCn1c2c(c(SCC(=O)Nc3ccc4c(c3)OCCO4)nc1=O)CCC2
  nt | ? | ?
66	CCOc1ccc(NC(=O)CC2C(=O)Nc3ccccc3N2C(=O)c2ccccc2)cc1 (stereo not given)
  9% | -26% | 0%
45	CC(=O)c1ccc(N2CCN(C(=O)CNC(=O)c3ccc(Br)o3)CC2)cc1
  nt | ? | ?
69	COc1ccc(-c2coc3cc4oc(=O)cc(-c5ccccc5)c4cc23)cc1F
  5% | 4.6µM* | 3.7µM*
46	COc1cc(C(=O)Nc2cccc(NC(=O)c3cccs3)c2)cc(OC)c1OC
  nt | 21µM* | 21µM*
61	O=C(Nc1cccc(C(F)(F)F)c1)c1cc2c(s1)-c1ccccc1OC2
  -6% | -20% | 20%
57	Cc1ccccc1OCC(=O)Nn1c(COc2ccccc2)nc2ccccc2c1=O
  4% | -9% | -15%
67	Cc1ccc(O)c(N=Nc2ccc(S(=O)(=O)N3CCOCC3)cc2)c1
  4% | -16% | 2%
54	O=C(COc1ccc(Br)cc1)N/N=C1/SCC(=O)N1Cc1ccco1
  -8% | ? | ?
60	CN1CCN(C(=O)c2ccc(-c3cnn(C)c3)c3ccoc23)CC1
  nt | 2% | -9%
50	COc1ccc(S(=O)(=O)N2CCCC2)cc1C(=O)N1CCCCC1
  2% | -1% | -2%
59	CCCCN(CCCC)CC(O)COc1ccccc1C(=O)Nc1ccccc1 (stereo not given)
  3% | ? | ?
53	CC(C)(C)OC(=O)NCCc1nnc(SCc2ccccc2Cl)o1
  5% | ? | -24%
62	CS/C(N)=N/N=C/c1ccc([N+](=O)[O-])cc1
  13% | -16% | -18%
55	COc1cccc(CNCc2ccc(OC)c3ccccc23)c1OC
  nt | 16µM* | 21µM*
52	CC(C)CN1CC(C)C(=O)N(c2ccccc2)C1=S (stereo not given)
  nt | -13% | -14%
49	COC(=O)c1cc(=O)c2cccc(OC)c2[nH]1
  3% | 2% | 5%
58	O=S1(=O)CC(N2CCCCC2)C1CN1CCCCC1 (stereo not given)
  nt | -2% | 0%
48	CCC[n+]1c(C)sc2c3c(ccc21)CCCC3
  -5% | 2.3µM* | 1.8µM*

# Other compounds:
# Each structure is followed by: TDP1 inh | DT40 TDP1 no CPT | TDP1 cell CPT
71	COc1ccc(OC)c(C(O)c2ncc(-c3ccccc3OC)[nH]2)c1 (stereo not given)
  nt | ? | ?
72	COC(=O)C(C(=O)OC)c1ccccc1CNS(=O)(=O)c1ccc(C)cc1
  nt | -20% | ?
73	COC(=O)CCSCC(=O)N1N=C(c2ccc(OC)cc2)CC1c1cccc(OC)c1OC (stereo not given)
  3% | ? | ?
74	CC(C)C(=O)NC(c1cccc([N+](=O)[O-])c1)c1ccc2cccnc2c1O (stereo not given)
  nt | 4.6µM* | 4.6µM*
75	COc1ccc(C(=O)Nc2c(N)nc(SCC(=O)N3CCC(C)CC3)[nH]c2=O)cc1OC
  2% | 3% | -9%
76	Cc1cc(NC(=O)CSc2ccc3nnc(CCNC(=O)c4ccccc4)n3n2)no1
  0% | 1% | -21%
77	COc1cccc(NC(=O)CCc2nc3c(C)nn(-c4ccc(C)cc4)c3n(C)c2=O)c1
  -1% | -8% | -1%
78	O=C(Nc1ccc2c(c1)C(=O)NC2=O)c1cccc(C(F)(F)F)c1
  nt | -1% | -5%
79	COc1ccc(C2C(C(=O)N3CCC(C(N)=O)CC3)CC(=O)N2c2ccc(OC)cc2)cc1 (stereo not given)
  4% | 12% | -1%
80	Cc1n[nH]c(C)c1S(=O)(=O)N1CCCC(C(=O)NC2CCCCC2)C1 (stereo not given)
  nt | -16% | -21%
